# TRPM1 prom inh: inhibitors of MITF-driven TRPM1 promoter in melanoma cells; SK-MEL-5 TRPM1 promoter luciferase, 24 h; inhibition, % at 12.5 µM; hit rate 0.83% among 330,000; AID 488899;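 active = mean inhibition across replicates of 60% or more, whatever share of single replicates reaches that level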; also: values of inactives mirror those of a sister screen read the other way
# Shn3 3UTR inh: reduces Shn3 3'UTR luciferase signal in osteoblasts; inhibition, % at 12.5 µM; AID 588674; hit rate 0.52% among 360,000; Clone20 osteoblast Shn3 3'UTR firefly luciferase, 24 h;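 active = mean inhibition of at least 75% with every replicate also reaching 75%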;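 also: 0% = median of neutral control wells and 100% = pilot-screen positive control compound; some compounds past the cut are filed as inactive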
# iPSC survival up: increases survival of single human iPS cells. AID 602274. hit rate 0.044% among 360,000. survival enhancement, % at 20 µM. hiPSC single-cell survival, ATPlite luminescence; 100% = ROCK inhibitor wells, 0% = DMSO; in the data active = survival enhancement above about 18%;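 also: cells exposed to compounds for 16 hours before the ATP read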
# NR2E3 ag-1: human photoreceptor-specific nuclear receptor agonism | hit rate 0.35% among 360,000 | inhibition of corepressor binding, % at 3.98 µM | CHO-S Gal4-NCOR/VP16-NR2E3 two-hybrid, luciferase | AID 602229;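 active = inhibition above the mean of all tested compounds plus 3 SD, cut at about 70% in these data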;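 also: 0% = DMSO with NR2E3 transfected cells and 100% = cells lacking NR2E3 construct; higher means lower luciferase signal from less NR2E3 corepressor binding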
# Target sequence (Q9Y5X4 whole entry, looked up, the tested form may be a part): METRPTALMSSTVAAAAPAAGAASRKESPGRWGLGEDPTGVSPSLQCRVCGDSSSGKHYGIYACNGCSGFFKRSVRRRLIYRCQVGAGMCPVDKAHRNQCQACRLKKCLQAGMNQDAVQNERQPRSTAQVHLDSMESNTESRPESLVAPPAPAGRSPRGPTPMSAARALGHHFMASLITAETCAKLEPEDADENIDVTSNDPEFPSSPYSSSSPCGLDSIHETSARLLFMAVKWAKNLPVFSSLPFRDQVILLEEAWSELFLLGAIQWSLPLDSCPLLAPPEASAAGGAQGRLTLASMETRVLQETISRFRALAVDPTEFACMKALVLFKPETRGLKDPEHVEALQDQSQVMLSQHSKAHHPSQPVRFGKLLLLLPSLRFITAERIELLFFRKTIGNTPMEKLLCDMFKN
# Peg3 prom inh: Peg3 promoter activity inhibition; HeLa PEG-Prom luciferase reporter, luminescence, overnight; hit rate 1.7% among 360,000; inhibition, % at 20 µM; AID 588405;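 active = inhibition of at least 50% at 20 µM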
# CaV13 FRET inh: Primary screen for inhibitors of IQ motif and Ca2+-dependent inactivation inhibitor domain binding in CACNA1D, Förster resonance energy transfer in living cells, …; HEK cells, CFP/YFP FRET ICDI-IQ, plate reader, 10 min; percent FRET-ratio fall versus neutral wells; inhibition, % at 12.3 µM; hit rate 0.098% among 340,000; AID 743397;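 active = mean replicate inhibition of at least 30% and at least 1% of replicates passing that level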;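 also: 0% = median of the neutral control wells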
# PDI turbidity: PDI (human) enzyme inhibition; P07237; PDI insulin aggregation turbidity, A650, 90 min; inhibition, % at 10 µM; hit rate 0.052% among 350,000; AID 588391;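 active = mean inhibition across replicates of 30% or more, whatever share of single replicates reach that level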;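 also: absorbance from insulin aggregation driven by PDI reduction with DTT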
# NR2E3 ag-2: agonists of human nuclear receptor NR2E3 | inhibition of corepressor binding, % at 4.78 µM | Q9Y5X4 | AID 2300 | GST-NR2E3/biotin-RetCOR TR-FRET, 1536-well | hit rate 0.12% among 320,000;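 active = percent inhibition above the cutoff of mean plus 3 SD of all tested compounds, set per screening campaign, cut at about 20% in these data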;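 also: 0% = DMSO wells and 100% = biotin wells as full block of FRET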
#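 System: GST-NR2E3 and biotin-RetCOR proteins; probe or stimulus: 7 nM biotin-RetCOR; doses: compound at 4.8 µM, single dose; schedule: Compound–protein incubation for 5 h at 4 °C; detection: time-resolved FRET; read-out: percent inhibition; controls: biotin wells as high control, 0.6% DMSO wells as low control; format: 1536-well plates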
# m5-HT2A agonist: activates the mouse 5-HT2A serotonin receptor. P35363. CHO-K1 mHTR2A beta-arrestin complementation, luminescence; percent of 30 µM serotonin response. activation, % at 7.6 µM. hit rate 0.66% among 360,000;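 active = activation above a run cutoff, the mean activation of all tested compounds plus 3 SD, cut at about 14% in these data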;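 also: 0% = plate median of compound wells and 100% = 30 µM serotonin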
# Target sequence (P35363 whole entry, looked up): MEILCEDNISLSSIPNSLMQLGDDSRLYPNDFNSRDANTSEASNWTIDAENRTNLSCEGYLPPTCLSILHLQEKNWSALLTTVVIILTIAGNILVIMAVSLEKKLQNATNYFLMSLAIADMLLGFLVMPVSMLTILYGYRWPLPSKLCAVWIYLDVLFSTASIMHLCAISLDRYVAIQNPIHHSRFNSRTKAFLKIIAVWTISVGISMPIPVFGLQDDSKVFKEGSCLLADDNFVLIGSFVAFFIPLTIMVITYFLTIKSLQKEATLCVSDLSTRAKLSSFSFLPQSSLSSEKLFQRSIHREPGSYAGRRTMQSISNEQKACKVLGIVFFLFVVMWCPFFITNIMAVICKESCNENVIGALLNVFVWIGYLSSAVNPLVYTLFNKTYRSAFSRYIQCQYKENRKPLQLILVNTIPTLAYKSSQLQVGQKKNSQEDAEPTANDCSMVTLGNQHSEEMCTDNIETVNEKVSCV
# HIF-2a block: inhibitors of HIF-2a | AID 624352 | 786-0 RCC cells HIF-2a reporter, luciferase luminescence, overnight | hit rate 0.72% among 360,000 | inhibition, % at 18.8 µM;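 active = inhibition of the luminescence signal of 40% or more relative to plate controls, in a single-dose primary screen at 18.75 µM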
# Cardio protect: protects H9c2 cardiomyocytes from peroxide injury. H2O2 injury protection, ATPLite, 2 h. protection from H2O2 cell death, % at 20 µM. hit rate 0.63% among 360,000. AID 588492;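 active = compounds giving at least 50% protection of heart cells from peroxide-induced death in the single-dose screen, raw or plate-pattern-corrected value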;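 also: 0% = DMSO wells with peroxide and 100% = DMSO wells without peroxide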
# * marks the source's active call; other numbers are inactive results; nt = not tested or not shown. No enrichment for hits; about 3.9% have a hit in one of these screens.
SMILES,TRPM1 prom inh,Shn3 3UTR inh,iPSC survival up,NR2E3 ag-1,Peg3 prom inh,CaV13 FRET inh,PDI turbidity,NR2E3 ag-2,m5-HT2A agonist,HIF-2a block,Cardio protect
COCCC(=O)N1CCC(Oc2ccc(C(=O)NCc3csc(C)n3)cc2)CC1,4.9,-17.5,-0.5,17.6,-33.6,-6.8,-3.1,1.2,0.1,4.2,2.9
COC(=O)c1sc(-c2ccc(C(C)(C)C)cc2)cc1NC(=O)CSCC(=O)O,-22.5,3.4,0.5,-61.4,-47.2,-20.1,-4.7,-3.6,8.3,-65.2,-3.7
COc1ccc2cc(C(=O)C3CCCN(C(=O)c4cc(=O)n(C)c(=O)n4C)C3)ccc2c1 (stereo unspecified),-10.0,1.3,2.8,-13.7,-1.8,-5.2,-1.3,3.8,-2.1,-7.5,-1.2
CCc1ccc(OCCCC(=O)Nc2ccc(N3CCCCC3)cc2)cc1,-8.9,2.1,3.7,-5.5,7.5,-3.5,-4.0,-2.0,0.8,6.0,-2.5
COc1ccc2[nH]c3c(c2c1)CCN1C(=O)C(CC(=O)NCCCn2ccnc2)C[C@H](C(=O)N2CCCCC2)[C@@]31C (stereo partly specified),-5.9,4.0,0.5,-11.6,8.0,-3.4,-4.2,nt,6.2,2.3,19.8
CN1C(=O)C(CC(=O)Nc2ccc3c(c2)Cc2ccccc2-3)N(C)C1=O (stereo unspecified),10.7,3.8,3.7,-20.6,-2.3,-4.8,12.7,0.5,-6.6,-36.3,-5.6
CN(C)S(=O)(=O)c1cccc(NC(=O)/C=C/c2ccc(S(=O)(=O)N3CCOCC3)cc2)c1,11.0,49.7,1.8,0.9,36.4,-5.8,14.3,3.0,-3.2,9.9,-9.1
CCc1cc2c3c(c(=O)oc2cc1O)CCCC3,19.7,2.5,3.5,-11.1,4.8,nt,-2.3,-2.2,-3.0,-7.9,-0.6
O=C(Nc1ccc2c(c1)CCC2)c1cc2ccccc2o1,-47.6,-43.8,-2.9,-160.8,-241.5,-4.5,-2.8,2.9,-5.8,-185.4,-15.4
NC(=O)[C@@H]1CCCN1C(=O)c1ccc2nc(Cc3ccccc3F)oc2c1,-16.2,-17.6,0.4,-24.7,-9.1,-5.7,5.2,-4.3,-3.3,-22.7,5.0
CC(=O)c1noc(C)c1C(=O)Nc1nccs1,-2.1,17.4,-1.2,-16.1,5.8,nt,-3.0,4.0,-0.1,14.3,6.0
CCc1nnc(NC(=O)CN2C(=O)NC3(CC(C)CC(C)(C)C3)C2=O)s1 (stereo unspecified),-0.2,4.1,-0.2,-5.3,7.5,-8.0,7.1,-3.0,6.1,-11.8,9.9
COc1ccccc1Nc1nc2c(s1)CCC2,-37.0,-5.2,-1.7,-25.9,-44.0,-0.4,3.0,1.6,-1.6,-14.2,-14.3
Cc1cc(=O)n(CCCO)c(O)c1C#N,-5.0,-0.7,-1.4,-18.8,4.6,nt,-3.4,-3.1,4.8,11.8,4.9
CC(=O)NCc1ccc(C(=O)COC(=O)COc2ccc(Cl)c(C)c2)s1,-10.7,5.2,-0.5,1.5,7.7,-4.9,-16.4,nt,-3.3,0.3,-0.2
O=C(NCc1ccccn1)c1ccc(Cl)s1,-34.3,-20.4,-1.3,2.3,-51.0,-8.7,15.9,5.0,-1.7,-50.4,6.0
COc1ccc(NC(=O)c2cc(-c3cc(Cl)ccc3O)n[nH]2)c(OC)c1,-7.9,-23.1,0.8,-12.1,-5.0,-19.0,0.2,-0.1,-2.5,-16.4,-14.9
Cc1cc(NS(=O)(=O)c2ccc(NC(=S)NC(=O)c3cccnc3)cc2)no1,3.8,-23.1,3.1,16.6,1.7,1.6,2.3,-0.6,2.7,2.8,-4.9
Cc1cnc([N+](=O)[O-])n1CCOC(=O)c1cccc(F)c1,6.7,11.9,0.1,-7.2,8.7,-7.8,4.5,-2.8,-1.7,16.6,1.8
O=C(C1=C(O)C(=O)N(Cc2ccco2)C1c1cccc(Cl)c1)c1ccco1 (stereo unspecified),-1.0,4.7,1.5,7.0,2.1,nt,-3.1,17.6,3.0,4.7,2.3
CC(=O)OCC(=O)C1(O)CCC2C3CC(C)C4=CC(=O)CCC4(C)C3C(O)CC21C (stereo unspecified),-16.2,-12.7,1.4,2.8,-2.4,-4.7,3.8,nt,2.8,22.3,5.8
Cc1nn(C)c(C)c1CS(=O)(=O)c1ccccc1,9.8,-9.0,1.1,-3.4,-1.6,-3.7,16.9,-2.2,2.7,8.2,0.7
CC(C)N(C(=S)Nc1cccnc1)c1ccccc1,1.8,20.7,1.0,1.8,7.0,-2.3,-4.1,2.4,-2.2,16.8,4.5
CC(=O)c1cccc(NC(=O)NC2CC3CCCC(C2)N3CC(C)C)c1 (stereo unspecified),35.1,14.8,-0.4,0.5,3.1,nt,-4.7,0.2,2.4,14.0,22.9
CC(C)Oc1c(Br)cc(Br)cc1/C=N/NC(N)=S,2.7,-6.9,-1.7,33.5,48.7,-3.4,-1.1,-4.2,-1.3,9.2,-6.1
O=C(NCc1cccnc1)C(=O)NCC1OCCCN1S(=O)(=O)c1ccc(Cl)cc1 (stereo unspecified),5.4,-2.4,-2.8,2.0,-0.5,9.9,7.0,1.7,-1.7,9.7,4.2
CCOc1ccc(OCc2ccc(C(=O)Nc3cccc(C)n3)o2)cc1,-20.0,9.7,-1.4,-193.3,-91.1,nt,-3.6,-0.3,3.3,-131.7,3.1
Cc1ccc(NC(=O)c2c(C)nn(-c3ccccc3)c2Cl)cc1,-33.4,-28.6,1.1,-49.1,-167.6,-1.8,5.0,-1.1,4.2,-171.9,-1.2
Cc1n[nH]c(=O)n1-c1ccc(OCc2ccccc2)cc1,-50.8,-62.4,0.6,-62.7,-92.3,-13.5,18.6,3.6,-0.3,-164.9,-0.9
O=C(CN1C(=O)c2ccccc2C1=O)c1ccc(F)cc1,-10.8,-11.8,0.2,-11.3,1.9,-19.5,4.2,1.6,4.2,-10.7,0.8

# Grouped by structure, the compounds so far containing a thiophene ring, fused or not
SMILES,TRPM1 prom inh,Shn3 3UTR inh,iPSC survival up,NR2E3 ag-1,Peg3 prom inh,CaV13 FRET inh,PDI turbidity,NR2E3 ag-2,m5-HT2A agonist,HIF-2a block,Cardio protect
COC(=O)c1sc(-c2ccc(C(C)(C)C)cc2)cc1NC(=O)CSCC(=O)O,-22.5,3.4,0.5,-61.4,-47.2,-20.1,-4.7,-3.6,8.3,-65.2,-3.7
CC(=O)NCc1ccc(C(=O)COC(=O)COc2ccc(Cl)c(C)c2)s1,-10.7,5.2,-0.5,1.5,7.7,-4.9,-16.4,nt,-3.3,0.3,-0.2
O=C(NCc1ccccn1)c1ccc(Cl)s1,-34.3,-20.4,-1.3,2.3,-51.0,-8.7,15.9,5.0,-1.7,-50.4,6.0

# The listing picks up, repeating the two entries before the break.
SMILES,TRPM1 prom inh,Shn3 3UTR inh,iPSC survival up,NR2E3 ag-1,Peg3 prom inh,CaV13 FRET inh,PDI turbidity,NR2E3 ag-2,m5-HT2A agonist,HIF-2a block,Cardio protect
Cc1n[nH]c(=O)n1-c1ccc(OCc2ccccc2)cc1,-50.8,-62.4,0.6,-62.7,-92.3,-13.5,18.6,3.6,-0.3,-164.9,-0.9
O=C(CN1C(=O)c2ccccc2C1=O)c1ccc(F)cc1,-10.8,-11.8,0.2,-11.3,1.9,-19.5,4.2,1.6,4.2,-10.7,0.8
CC(C)OCc1ccc(C(=O)N2CCN(CC(=O)N3CCCC3)CC2)cc1,5.8,-2.4,1.2,-8.5,-2.2,-2.0,3.1,nt,-0.3,8.7,1.1
O=C1CCC([N+](=O)[O-])C(c2ccc(Cl)c([N+](=O)[O-])c2)N1 (stereo unspecified),-2.4,-10.7,-2.5,-0.9,13.2,-11.2,7.7,-0.3,0.7,8.4,9.7
Cc1cc(C(=O)CSc2nnc(-c3ccc(OC(F)F)cc3)o2)c(C)n1Cc1cccs1,10.7,3.3,-0.6,-12.4,19.6,-3.5,-7.8,-0.8,-4.3,10.0,-1.5
O=C(Cn1cc(C(F)(F)F)ccc1=O)N1CCc2ccccc21,-2.5,1.1,0.2,-11.4,-23.9,-2.4,-20.0,nt,-0.1,-18.5,-1.8
O=C(c1ccccc1Sc1cccc2ccccc12)N1CCOCC1,0.7,-1.6,2.4,-25.3,22.5,2.1,-0.6,4.5,-1.6,14.6,3.8
CCCCOc1ccc(C(=O)N2CCCCCC2)cc1,-4.4,-57.4,-4.7,-32.1,-98.7,nt,-12.9,3.2,-6.5,-121.8,-2.6
O=C(Nc1ccccc1-c1ccccc1)NC1CCN(CC(=O)N2CCOCC2)CC1,5.8,1.8,-2.3,2.2,-3.9,-6.2,-0.1,1.2,-4.0,14.4,2.7
Cc1ccc2c(c1)N(C(=O)CCC(=O)Nc1ccccc1Br)CC(C)O2 (stereo unspecified),5.8,-13.0,2.1,-10.0,20.6,-4.5,nt,1.7,-4.6,-2.5,-6.0
CSc1ccc(N2C(=O)NC3(CCCCC3)C2=O)cc1,-30.1,-34.7,1.0,-39.8,-148.2,-4.0,10.6,-4.0,1.4,-198.9,4.6
Cc1ccc(/C=N/NC(=O)C2=NNC(c3ccccc3)(c3ccccc3)C2)c(O)c1,76.5*,88.2*,-0.6,-54.1,15.9,-1.1,-2.6,-0.3,-6.7,5.3,60.3*
O=C1CCCC(O)=C1C1NCCc2ccccc21 (stereo unspecified),-1.3,17.4,0.3,8.7,12.3,nt,13.7,-0.9,-1.6,9.9,-6.7
COc1ccc(C2C(C#N)=C(N)OC3=C2C(=O)CCC3)c(OC)c1OC (stereo unspecified),6.4,5.5,0.4,11.2,-3.7,-7.0,4.3,-2.0,3.8,0.5,5.0
COc1cccc(CC2(CO)CCCN(Cc3cc(F)ccc3-n3cccn3)C2)c1 (stereo unspecified),-0.8,11.6,-2.5,-7.5,6.6,-5.8,2.1,2.8,4.2,7.7,0.9
